PV pol inh – poliovirus RdRp elongation inhibitors, primary screen, biochemical, fluorescence polarization, total intensity; 150,000 compounds, 0.66% hits; AID 588519, 2011; Genome polyprotein (Poliovirus type 1 (strain Mahoney)), P03300; % elongation, % (compound at 16.7 µg/mL); poliovirus polymerase elongation; active compounds read low; in the data active = % elongation below about 90%; note: some results filed as inactive read as strong as hits
Target sequence (P03300 1749-2209 limits assumed): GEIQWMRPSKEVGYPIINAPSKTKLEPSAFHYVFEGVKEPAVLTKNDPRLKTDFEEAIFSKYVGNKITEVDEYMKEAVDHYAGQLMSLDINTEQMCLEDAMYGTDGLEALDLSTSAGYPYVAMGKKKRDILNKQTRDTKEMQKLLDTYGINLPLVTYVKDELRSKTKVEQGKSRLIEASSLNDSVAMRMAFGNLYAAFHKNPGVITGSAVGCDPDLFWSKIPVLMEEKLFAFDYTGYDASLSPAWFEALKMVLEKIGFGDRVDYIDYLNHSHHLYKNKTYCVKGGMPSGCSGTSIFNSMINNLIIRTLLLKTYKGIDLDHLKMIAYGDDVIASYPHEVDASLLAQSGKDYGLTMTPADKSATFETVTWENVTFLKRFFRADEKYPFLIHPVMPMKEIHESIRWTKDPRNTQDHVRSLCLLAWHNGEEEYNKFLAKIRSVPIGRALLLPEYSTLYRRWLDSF
PV pol inh FP z-score – recorded beside PV pol inh, whose call it bears; z-score; measured here: FP z-score; hits read low
* hit, by the source's call. These rows are one share of the data; count on the stated rates, not on these rows.

Every second line gives: PV pol inh	PV pol inh FP z-score
- CC(C)OC(=O)c1c(NC(=O)COc2cccc(Br)c2)sc2c1CCCC2
    107	0.2
- Cc1ccc(-n2c(=O)c3c(cnn3C)n(CC(=O)Nc3ccc(C)cc3C)c2=O)cc1
    107	0.5
- COc1ccc(CNC(=O)CN2CC(C)CC(C)C2)c(OC)c1 (centres undefined)
    106	2.1
- COc1ccccc1NC(=O)N1CCN(Cc2ccccc2)CC1
    104	0.6
- CC(=O)Nc1ccc(C(=O)OCC(=O)N2CCc3ccccc3C2)cc1
    102	0.5
- CCc1ccc(S(=O)(=O)c2nnn3c2nc(Nc2ccc(F)cc2)c2cc(Cl)ccc23)cc1
    105	0
- O=C1CS/C(=N\N=C2C3CC4CC(C3)CC2C4)N1
    101	0.3
- O=C(NCc1ccccc1F)C(=O)NCC(c1cccs1)S(=O)(=O)c1cccs1 (centres undefined)
    103	-0.8
- Cc1ccc(NC(=O)C(=O)NCCCN2CCOCC2)cc1C
    107	0.5
- CCn1c(SCCOc2ccccc2F)nc2ccccc21
    104	0

(further entries)
Every second line gives: PV pol inh	PV pol inh FP z-score
- Cc1ccc(OCCC(=O)N2CCN(Cc3ccccc3)CC2)cc1
    102	-0.1
- COc1cc(N)cc(OC)c1OC
    104	0.1
- CCn1c(SCC(=O)N2CCCCC2)nnc1-c1ccccc1O
    102	0.1
- CC(=O)S[C@@H]1CC2=CC(=O)CC[C@]2(C)[C@H]2CC[C@@]3(C)[C@@H](CC[C@@]34CCC(=O)O4)C12 (some centres undefined)
    97	-0.5
- Cc1cc(=O)[nH]c(NN=C2CCN(Cc3ccccc3)CC2)n1
    106	0.4
- NC(=O)c1ccc(N=Cc2ccc(O)cc2)cc1
    99	-0.1
- O=C(NCC1CCN(Cc2cccc(F)c2)CC1)c1cc2ccc3cccnc3c2[nH]1
    108	0.1
- O=C(Cc1ccccc1)Nc1ccccc1N1CCOCC1
    108	0.7
- Cc1ccc(-c2nn(-c3ccccc3)cc2CN(Cc2ccccc2)C(=O)CCC(=O)O)o1
    103	1
- c1ccc(N=C(Nc2ccccc2)Nc2ccccc2)cc1
    102	-0.3

Compounds from the list above that have a thiophene ring, fused or not, in the order listed:
Every second line gives: PV pol inh	PV pol inh FP z-score
- CC(C)OC(=O)c1c(NC(=O)COc2cccc(Br)c2)sc2c1CCCC2
    107	0.2
- O=C(NCc1ccccc1F)C(=O)NCC(c1cccs1)S(=O)(=O)c1cccs1 (centres undefined)
    103	-0.8

Some of these compounds in order of SMILES length, rising.
Every second line gives: PV pol inh	PV pol inh FP z-score
- COc1cc(N)cc(OC)c1OC
    104	0.1
- c1ccc(N=C(Nc2ccccc2)Nc2ccccc2)cc1
    102	-0.3
- CCn1c(SCC(=O)N2CCCCC2)nnc1-c1ccccc1O
    102	0.1

Later entries
Every second line gives: PV pol inh	PV pol inh FP z-score
- CCC(=O)Nc1ccc(CC)cc1-c1nc2ccccc2n(CC(=O)Nc2cccc(OC)c2)c1=O
    105	-0.2
- COc1ccc(CCNC(=O)C(=O)Nc2ccc(C)c(C)c2)cc1
    105	0.2
- COc1ccc(C)cc1NC(=O)CN1C(=O)CCc2cc(S(=O)(=O)N3CCOCC3)ccc21
    116	2.1
- CN(C)/C=C/C=C1/CCc2ccccc2C1=O
    81	-2.3
- O=C(CSc1nc(-c2ccccc2)c(-c2ccccc2)o1)c1ccc[nH]1
    103	0
- O=C1C2C(C(=O)N1c1ccccc1)C1C=CC2C12CC2 (centres undefined)
    101	-0.3
- Cc1ccc(C)c(NC(=O)CSc2nnc3[nH]c(=O)cc(-c4ccccc4)n23)c1
    111	0.9
- Cc1cc(NC(=O)CC(c2ccccc2)c2ccccc2)no1
    101	-0.3
- O=c1nc2n(c3ccccc13)C(c1ccccc1)C(O)=C2c1nc2ccccc2[nH]1 (centres undefined)
    99	-0.7
- COCCN(Cc1ccco1)C(=O)c1cc2c(Cl)nc3ccc(C)cc3c2s1
    107	0.3

The list goes on:
Every second line gives: PV pol inh	PV pol inh FP z-score
- CCOC(=O)Cc1nc(N)ncc1C(=O)OCC
    101	-0.4
- COc1ccc(OC)c(C(=O)COC(=O)C2Cc3ccccc3CN2C(=O)c2ccco2)c1 (centres undefined)
    104	0.2
- CCS(=O)(=O)N1CCc2cc(C(=O)CSc3nnc(-c4cccs4)n3C3CC3)ccc21
    106	0.3
- O=C(NC1CC(=O)N(c2ccc(Cl)cc2)C1)C(=O)c1c[nH]c2ccccc12 (centres undefined)
    102	-1.1
- C=CP(=O)(O)c1ccccc1
    99	0
- COc1ccc(N(CC(=O)Nc2ccc(C(C)C)cc2)S(=O)(=O)c2c(C)noc2C)cc1
    100	-0.4
- O=C(NC1CCCCC1)c1cc(-c2ccccc2)nc2ccccc12
    102	0.3
- O=C(Nc1ccccc1F)c1ccc(-c2ccccc2)s1
    102	-0.7
- CCOC(=O)C(C)Sc1nc(-c2cccs2)ccc1C#N (centres undefined)
    109	0.5
- S=c1[nH]nc(COc2ccccc2Cl)o1
    99	-0.2

Continued.
Every second line gives: PV pol inh	PV pol inh FP z-score
- Cc1nn2c(-c3cccc(NC(=O)c4ccccc4)c3)nnc2c2ccccc12
    110	0.8
- CCSc1ccccc1C(=O)NCCCn1ccnc1
    102	0.1
- CN(C)S(=O)(=O)N(CC(=O)NCCSCc1c(F)cccc1Cl)c1ccccc1
    105	0.2
- Cn1c(=O)c2c(-c3cccc(Br)c3)n(CCO)cc2n(C)c1=O
    109	0.5
- CCCSc1nc2c(c(=O)[nH]1)C(c1ccc(O)c(OCC)c1)CC(=O)N2 (centres undefined)
    111	0.9
- CN(C)c1ccc(CNc2nc(-c3ccco3)nn2S(=O)(=O)c2ccc3ccccc3c2)cc1
    106	-0.1
- COc1ccc(-c2noc(CNC(=O)c3ccc(C)cc3C)n2)cc1OC
    102	0.3
- O=C(Nc1ccccc1C(=O)O)c1cccc(Cl)c1
    101	0.4
- CCn1cc(S(=O)(=O)c2ccc(OC)cc2)c(=O)c2cc(F)c(N3CCCCCC3)cc21
    101	-1.6
- Cc1ccc(Cn2nnc3c(=O)[nH]c(C(=O)NC(C)(C)C)nc32)cc1
    102	-0.1

Following part:
Every second line gives: PV pol inh	PV pol inh FP z-score
- O=C(O)C1CC(=O)N(CCCN2CCOCC2)C1 (centres undefined)
    103	0.2
- CN(Cc1ccccc1)S(=O)(=O)c1ccc2c(c1)n(C)c(=O)n2C
    100	-0.5
- CCCC(=O)Nc1ccc2nc(-c3ccccc3)[nH]c2c1
    104	0.8
- Cc1cc(=O)n(CCOc2ccccc2)c2c1c(C)nn2-c1ccccc1
    101	0.3
- S=C1NC2=C(CCc3ccccc32)C(c2cccnc2)N1 (centres undefined)
    102	0.2
- Cn1c(C2CCCO2)nc2ccccc21 (centres undefined)
    100	-0.1
- CCN(c1ccccc1)S(=O)(=O)c1ccc(N)cc1
    102	0.3
- COc1ccc(-c2nc(CNS(=O)(=O)c3ccc(Br)cc3)cs2)cc1
    108	0.3
- CN/N=C/c1ccc(C#N)cc1
    107	0.8
- CCn1cc(C(=O)NCc2ccc(C)cc2)c(=O)c2cc(S(=O)(=O)N(C)C3CCCCC3)ccc21
    109	0.9

Next part
Every second line gives: PV pol inh	PV pol inh FP z-score
- Cc1sc2c(c1C)c(=O)n(Cc1ccccc1)c(=O)n2CC(=O)Nc1cccc(Cl)c1
    104	-0.3
- O=C(COC(=O)c1cncc(Br)c1)NCc1ccc(F)cc1
    105	0.4
- O=c1[nH]c(CSc2cccc[n+]2[O-])nc2ccccc12
    102	0
- Oc1ccccc1/C=N/C1=NNC(c2ccccc2)=CS1
    106	0.2
- Cc1cccc(N2CCN(C(=O)c3ccc(NC(=O)c4nsc5ccccc45)cc3)CC2)c1C
    113	1.3
- Cc1cccc(-n2c(SCC(=O)Nc3ccccc3Cl)nc3n[nH]c(C)c3c2=N)c1
    102	-0.3
- OC(c1ccc(Cl)cc1)c1nnc(-c2ccccc2)o1 (centres undefined)
    105	0.5
- CCOc1ccccc1CNC(=O)C1CCN(S(=O)(=O)c2c(C)noc2/C=C/c2ccccc2F)CC1
    107	0.1
- C=CCn1c(=S)sc2c(=O)n(Cc3cccc(C(F)(F)F)c3)cnc21
    104	0.2
- NC1=NC(c2ccccc2)CC(=O)N1 (centres undefined)
    102	0.4

A different layout for part of the listing above.
molecule	PV pol inh	PV pol inh FP z-score
Oc1ccccc1/C=N/C1=NNC(c2ccccc2)=CS1	106	0.2
Cc1cccc(-n2c(SCC(=O)Nc3ccccc3Cl)nc3n[nH]c(C)c3c2=N)c1	102	-0.3

Later entries:
Every second line gives: PV pol inh	PV pol inh FP z-score
- COC(=O)Cn1cnc2c(cnn2-c2ccc(F)cc2)c1=O
    102	-0.1
- CCOc1ccc(C(=O)/C=C/c2cn(CC(O)CN3CCCCCC3)c3ccccc23)cc1 (centres undefined)
    107	0
- CC(=O)c1ccc(N2CCN(S(=O)(=O)c3ccc(-c4cc(C)no4)s3)CC2)cc1
    107	0
- Cc1c(Cl)cccc1NC(=O)c1ccc2c(c1)CCCN2S(C)(=O)=O
    104	-0.5
- CSc1nnc(CCNC(=O)N2CCOCC2)n1C(C)C
    103	0.6
- CC(=O)c1cccc(NC(=O)CCc2nc3cccnc3n2Cc2cccs2)c1
    114	1.2
- CN(C)/C=C/C(=O)c1ccccc1
    100	-0.5
- O=C(NNc1ncnc2sc3c(c12)CCCC3)c1ccccc1-n1cccc1
    100	-0.2
- CC1=NN(CCC#N)C(=O)/C1=C\c1ccc(N(C)C)cc1
    97	-1.6
- Cc1nc(-c2ccncc2)nc(NCCNc2ccc(C(F)(F)F)cn2)c1Cl
    102	-0.2

Looked up above.
Reading for CSc1nnc(CCNC(=O)N2CCOCC2)n1C(C)C under PV pol inh: 103
Reading for CC(=O)c1ccc(N2CCN(S(=O)(=O)c3ccc(-c4cc(C)no4)s3)CC2)cc1 under PV pol inh FP z-score: 0

(next part)
Every second line gives: PV pol inh	PV pol inh FP z-score
- CCOC(=O)c1c(-c2ccccc2)csc1NC(=O)c1cc(-c2ccc(Br)cc2)on1
    78*	-3.9*
- Cc1oc(S(=O)(=O)N2CCOCC2)cc1-c1nc(-c2ccc(C(F)(F)F)cc2)no1
    103	0.5
- N#Cc1ccccc1Cn1cc(C=C2C(=O)NC(=O)NC2=O)c2ccccc21
    100	-0.3
- O=c1c(N2CCCCC2)csc2ccc(F)cc12
    107	0.2
- Cc1ccc(Nc2nc(Oc3ccc(=O)n(-c4ccccc4)n3)nc(N(C)C)n2)cc1
    102	0.2
- CCC1c2[nH]c3ccccc3c2CCN1C(=O)c1ccc(Cl)cc1 (centres undefined)
    105	0.3
- Cc1cccc(NC(=O)C2CCCN(S(=O)(=O)c3c(C)noc3/C=C/N(C)C)C2)c1C (centres undefined)
    105	0.3
- O=C(Nc1ccccc1C(=O)NCc1ccccc1)c1ccccc1
    103	0.3
- COc1cc(NC(=O)c2cc(C3CC3)nc3c2c(C)nn3-c2ccc(C)cc2)cc(OC)c1
    100	-1.7
- O=C(CN1C(=O)c2ccccc2C1=O)NCC(F)(F)F
    103	0.1

Other results
Every second line gives: PV pol inh	PV pol inh FP z-score
- CCc1ccc(S(=O)(=O)c2cn(C)c3ccccc3c2=O)cc1
    103	0.2
- O=C(NCc1ccc(F)cc1)c1cccc2c1C(=O)N(Cc1cccnc1)C2
    103	1.1
- O=C(NCC(=O)c1cccs1)NC1CCCC1
    100	-0.1
- CCOC(=O)CCSc1n[nH]c(=S)s1
    103	0
- O=c1c2ccccc2c(C=NCc2ccncc2)c(O)n1-c1ccccc1Cl
    104	0.4
- Cc1cc(C(F)F)n2nc(C(=O)Nc3cccc(Cl)c3C)nc2n1
    107	0.6
- CCc1cccc(C)c1NC(=O)c1cc(S(=O)(=O)N2CCCCCC2)cn1C
    111	1.2
- O=C(CSC1=NCCS1)NC1CCCC1
    104	0.1
- COC(=O)c1cccc(N2C(=O)C3C4C=CC(C)(O4)C3C2=O)c1 (centres undefined)
    101	0.4
- O=C(CCCOc1ccccc1)NC1CCSC1=O (centres undefined)
    103	0.3

(listing goes on)
Every second line gives: PV pol inh	PV pol inh FP z-score
- Cc1ccc(S(=O)(=O)N(C)CC(=O)O)cc1
    98	-1.1
- N#CSCc1nc2ccccc2c2nc3ccccc3n12
    104	0.5
- O=C(CSc1ncccc1C(=O)O)NC12CC3CC(CC(C3)C1)C2
    103	0
- CCn1c(=O)c(=O)[nH]c2cc(C(=O)N3CCN(c4ccccc4O)CC3)ccc21
    105	0.4
- COc1ccc(C2OC(=O)c3ccccc3S2)cc1 (centres undefined)
    109	0.6
- CCOC(=O)CC(Nc1nc(N2CCOCC2)nc(N2CCOCC2)n1)c1ccc(C)cc1 (centres undefined)
    103	0.1
- COCCN(C(=S)Nc1ccc(C(C)C)cc1)C1CCN(C(C)C)CC1
    102	0
- O=C(NCc1ccccc1)C1=Cc2sc3c(c2CS1)CCCC3
    100	-0.5
- CCn1c(SCc2ccccc2)nnc1-c1cccnc1
    99	-0.9
- COc1cc(-c2n[nH]c(=O)n2C2CCCCC2)cc(OC)c1OC
    102	-0.3

(cont.)
Every second line gives: PV pol inh	PV pol inh FP z-score
- COc1cc2[nH]c(=O)n(CCCCCC(=O)N3CCN(c4ccc(Cl)cc4)CC3)c(=O)c2cc1OC
    100	-1.4
- Cc1ccc(NC(=O)c2cc(S(=O)(=O)N3CCCC3)c[nH]2)c(C)c1
    111	0.8
- CCC1=NN(C(=O)c2ccccc2O)C(O)(c2ccccc2)C1 (centres undefined)
    102	0.3
- CCOc1ccc(NC(=O)c2ccc3c(c2)nnn3C2CCCC2)cc1
    102	-1.1
- C=CCNC(=O)CSc1ncc2c(n1)-c1c(csc1SC)CC2
    105	0.1
- COc1ccc(Cn2ccc3nc(C)c(C(=O)NCc4ccc(SC)cc4)cc3c2=O)cc1
    107	0.2
- CON(C)C(=O)c1ccc(C(C)(C)C)cc1
    103	0.5
- CCCN(CCC)C(=O)C1CCCN(S(=O)(=O)c2cc(Br)cc3c2N(C(=O)CC)CC3)C1 (centres undefined)
    103	-0.8
- O=S(=O)(c1ccc(F)c(F)c1)N1CCN(C(c2ccccc2)c2ccccc2)CC1
    102	0.4
